Compound activity from PubChem BioAssay.
CASP6 VEID inh: human caspase-6 inhibitors, primary screen, biochemical, VEID-R110 fluorescence, single point, set 2 | purified caspase-6, Z-VEID-R110 cleavage fluorescence | P55212 | AID 686996, 2013 | 0.53% of 350,000 active | inhibition, % at 12.5 µM;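 active = mean inhibition across replicates at least about 35%, with every replicate also reaching that limit, limit read from the data; inconclusive = only one of the two criteria met; inactive = neither criterion met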;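 also: 0% = median of neutral control wells and 100% = no fluorescence left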
RAD54 inh: inhibitors of human RAD54 branch migration, primary screen, biochemical, fluorescence, single point. RAD54 Holliday junction branch migration, FAM/BHQ fluorescence. inhibition, % at 10.4 µM. 0.14% of 360,000 active. AID 602329, 2012;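 active = mean normalized replicate activity at least 40 and at least half of replicates scoring 40 or more; inconclusive = only one of the two criteria met; inactive = mean below 40 and under half of replicates reaching 40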;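 also: 0% = median of neutral control wells and 100% = median of positive control wells; inhibitors cause a drop in the FAM fluorescence signal; in these data hits start at about 50%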
RAD52 inh: RAD52 DNA annealing inhibitors, primary screen, biochemical, FRET, single point, set 2; DNA repair protein RAD52 homolog (Homo sapiens), P43351; recombinant RAD52 DNA annealing, FRET fluorescence; AID 651710, 2012; inhibition, % at 18.7 µM; 0.46% of 360,000 active;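 active = every replicate showing at least 50% inhibition; inconclusive = mean inhibition at least 50% but not in every replicate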
Target sequence (P43351 whole entry, looked up): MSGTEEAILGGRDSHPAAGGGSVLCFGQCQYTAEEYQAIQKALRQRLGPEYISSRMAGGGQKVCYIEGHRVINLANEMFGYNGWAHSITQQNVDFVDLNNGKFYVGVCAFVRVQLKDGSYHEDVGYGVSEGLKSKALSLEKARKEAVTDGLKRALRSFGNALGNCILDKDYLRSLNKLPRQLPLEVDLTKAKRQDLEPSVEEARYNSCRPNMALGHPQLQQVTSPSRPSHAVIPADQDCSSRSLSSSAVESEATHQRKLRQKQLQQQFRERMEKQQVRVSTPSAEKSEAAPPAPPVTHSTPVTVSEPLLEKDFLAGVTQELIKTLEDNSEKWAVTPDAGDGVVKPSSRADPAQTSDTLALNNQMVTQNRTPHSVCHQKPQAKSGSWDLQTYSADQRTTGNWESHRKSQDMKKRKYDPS
CFTR F508del cor: F508del CFTR correction, initial screen, CFBE line, single point; AID 720511, 2013; CFBE cells, YFP halide quenching; stimulated with forskolin plus potentiator P3; % fluorescence drop versus neutral controls; activity (quench increase), % at 7.58 µM; 0.36% of 350,000 active;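 active = mean added fluorescence quench of at least 8% versus neutral control, with both replicates also reaching 8%; inconclusive = only one of the mean or replicate conditions met; inactive = mean below 8% and not both replicates reaching 8%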;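 also: cells transiently co-express mutant CFTR-F508del with the halide-sensitive YFP; corrector assay measuring rescue of mutant channel to the surface after 24 h compound exposure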
E-sel inducer: E-selectin induction in HUVECs, primary screen, imaging, HUVEC, immunofluorescence imaging, single point. P16581. normalized: neutral wells 0, TNF-alpha wells 100. activation, % at 7.58 µM. 0.37% of 260,000 active;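 active = mean E-selectin-positive cell signal at least 10% of the positive control, reached in at least 60% of replicates, without over 20% cell loss; inconclusive = no rule given, readout overlaps actives, possibly toxicity-flagged; inactive = the rest, including those meeting only one limit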;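 also: in these data hits start at about 27%; measured in HUVEC primary endothelial cells; signal is the percent of cells scored E-selectin positive by PE staining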
Target sequence (P16581 whole entry, looked up): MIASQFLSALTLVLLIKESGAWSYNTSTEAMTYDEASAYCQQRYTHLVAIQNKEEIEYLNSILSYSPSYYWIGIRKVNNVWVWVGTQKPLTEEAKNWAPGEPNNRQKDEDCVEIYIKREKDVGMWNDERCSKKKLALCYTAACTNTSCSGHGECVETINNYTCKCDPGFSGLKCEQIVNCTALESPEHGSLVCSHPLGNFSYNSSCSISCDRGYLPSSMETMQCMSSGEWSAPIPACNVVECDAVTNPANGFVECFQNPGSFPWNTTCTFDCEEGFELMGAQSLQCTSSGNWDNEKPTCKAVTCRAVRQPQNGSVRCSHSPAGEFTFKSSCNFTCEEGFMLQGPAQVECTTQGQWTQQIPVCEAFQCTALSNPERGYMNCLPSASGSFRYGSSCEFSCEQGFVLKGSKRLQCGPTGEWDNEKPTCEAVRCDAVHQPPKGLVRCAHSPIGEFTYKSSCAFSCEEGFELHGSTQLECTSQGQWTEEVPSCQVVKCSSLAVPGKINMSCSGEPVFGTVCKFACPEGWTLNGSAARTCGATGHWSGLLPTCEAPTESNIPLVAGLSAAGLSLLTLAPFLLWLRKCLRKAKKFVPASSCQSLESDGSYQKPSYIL
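material = human umbilical vein endothelial cells (HUVEC), E-selectin induction | quantity = 3,000 cells/well | medium = EGM-2 growth medium on 0.1% gelatin-coated wells | technique = immunofluorescence imaging | read-out basis = % PE-positive cells | control set = TNF-alpha positive control, DMSO neutral control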
Xi reactivation: activators of inactive X chromosome reactivation, primary screen, imaging, XiGFP fibroblasts, GFP high-content imaging, set 2. XiGFP mouse fibroblasts, % GFP-positive cells imaging, 3 d; cells co-treated with 5-aza-dC sensitizer; scaled so ellipticine positive control = 100%. activation, % at 7.58 µM. 0.055% of 360,000 active. AID 743238, 2013;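 active = mean normalized replicate activation at least 10% and every replicate at or above 10%; inconclusive = only one of the two criteria met; inactive = mean below 10% and not all replicates reach 10%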;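 also: 0% = median of on-plate neutral control wells and 100% = ellipticine 6 µM median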
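Material: XiGFP fibroblasts, SV40-immortalized. Buffer or medium: DMEM plus 5-aza-dC sensitizer. Compound: single concentration per compound, delivered by pin transfer. Times: 3 days compound exposure. Controls: ellipticine 6 µM.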
DENV2 CPE rescue: inhibitors of DENV2 cytopathic effect, primary screen, cell-based, plate reader, single concentration | DENV2-infected cells, cytopathic effect rescue | CPE inhibition, % at 9.99 µM | 1.7% of 350,000 active; in the data active = CPE inhibition above about 20%, passing the limit was not always enough; inconclusive = no clear call, values can overlap the other calls; tested in BHK-21 cells;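 also: 0% = median of neutral control wells and 100% = median of positive control wells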
GSIS activator: GLuc luminescence reporter in INS-1E cells, primary screen for activators of glucose-dependent secretion of insulin; INS-1E GLuc reporter insulin secretion, 2-3 h; activation, % at 16.6 µM; 0.61% of 370,000 active; AID 743287, 2014;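 active = lowest replicate activation of at least 40%, so every replicate reaches that level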;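 also: 0% = median of neutral control wells and 100% = median of IBMX positive control wells; some compounds called inactive have numbers as strong as hits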
The depositor's hits bear a star; ? = inconclusive; nt = not tested or not shown; & = joins results of further samples.

Each structure is followed by: CASP6 VEID inh, RAD54 inh, RAD52 inh, CFTR F508del cor, E-sel inducer, Xi reactivation, DENV2 CPE rescue, GSIS activator
CC(C)(O)C#Cc1ccc([C@H]2[C@@H](CO)N3CCCCN(C(=O)c4cccc(F)c4)C[C@@H]23)cc1
    -1, 11, -7, -2.7, 2.5, -0.1, -13, -1
Cc1cc(CSc2ccccc2)ccc1NC(=O)c1ccc(C)c([N+](=O)[O-])c1
    -1, nt, 7, 0.5, nt, -0.1, 2, -3
C[C@H](CO)N1C[C@H](C)[C@@H](CN(C)S(=O)(=O)c2cccs2)Oc2c(NC(=O)C3CCCCC3)cccc2C1=O
    6, 7, 6&-14, 2.3&-2.0, 6.1&-0.1, 0.1&0.0, -5&-4, -9&-26
C[C@@H]1CN([C@H](C)CO)C(=O)Cc2cc(NC(=O)Nc3ccc4c(c3)OCO4)ccc2O[C@@H]1CN(C)Cc1ccc(Cl)c(Cl)c1
    -2, 6, -3, 1.4, -13, 0.0, -3, 2
CSc1ncnc2c1ncn2CCCN[C@H](C)c1cccc2ccccc12
    0, -3, -5, 3.1, 0.0, 0.3, 9, -17
COc1ccc(S(=O)(=O)N2CCCCC2)cc1NC(=O)Cn1cnc2ccccc2c1=O
    -3, -1, -28, 1.3, -0.3, 0.1, 1, -10
Cc1noc(C)c1S(=O)(=O)Nc1ccc2c(c1)CC(=O)N([C@@H](C)CO)C[C@H](C)[C@H](CN(C)C(=O)Nc1ccc(C(F)(F)F)cc1)O2
    1, -3, 2, 0.5, 0.2, 0.0, 9, -20
CC(=O)Nc1ccc2c(c1)C(=O)N(C)[C@H]1CC[C@H](CC(=O)NCc3ccccc3Cl)O[C@@H]1CO2
    0, 15, 2, 1.5, 0.6, 0.2, -14, -5
COc1ccc(S(=O)(=O)Nc2ccc3c(c2)C(=O)N([C@@H](C)CO)C[C@@H](C)[C@H](CN(C)Cc2ccc(C(=O)Nc4ccccc4N)cc2)OCCCC[C@@H](C)O3)cc1
    -5, -3, 55*, -0.5, 0.8, -1.1, -10, -5
Cn1c(CCNS(=O)(=O)c2ccccc2)nnc1SCc1cccnc1
    -7, -6, -10, -0.8, 0.2, 0.3, 2, 14
COc1cc(CN2CC3(CCN(C(C)=O)CC3)c3c([nH]c4cc(OC)ccc34)[C@H]2CO)cc(OC)c1
    nt, nt, -95, -0.6, 0.8, 0.2, 5, 3
CC(C)NC(=O)N(C)C[C@H]1OCCCC[C@H](C)Oc2ccc(NC(=O)CCC(F)(F)F)cc2C(=O)N([C@@H](C)CO)C[C@@H]1C
    -4, 7, -1, -1.1, 0.1, 0.0, -1, 17
CCC(=O)N1[C@H](CO)[C@@H](c2ccc(-c3ccccc3)cc2)[C@@H]1CN(C)C(C)=O
    nt, 5, nt, 1.0, 0.0, 0.0, 1, -3
COc1ccc(CCNC(=O)C(=O)c2cn(CC(=O)N3CCOCC3)c3ccccc23)cc1OC
    1, 2, -15, 2.8, 0.6, 0.0, 0, 17
C[C@H]1CN([C@@H](C)CO)S(=O)(=O)c2ccc(C#CC3(O)CCCC3)cc2O[C@H]1CN(C)C(=O)Nc1ccccc1
    -2, -11, -12, -0.8, 0.2, -1.3, ?, -9
C[C@@H]1CN([C@@H](C)CO)C(=O)c2cc(NC(=O)Cc3cn(C)c4ccccc34)ccc2O[C@H]1CN(C)Cc1ccc(Oc2ccccc2)cc1
    0, 6, 23, -4.0, 0.5, -0.7, ?, -30
O=C(Nc1nccs1)c1ccc(-c2ccc(F)cc2)o1
    1, nt, -7, 2.7, 1.5, 0.0, 1, -5
C[C@H]1CN([C@@H](C)CO)C(=O)Cc2cc(NC(=O)NC3CCCCC3)ccc2O[C@@H]1CN(C)S(=O)(=O)c1ccc(F)cc1
    2, -8, 1, -2.2, 0.4, -0.9, -2, -1
C[C@H](CO)N1C[C@H](C)[C@@H](CN(C)C(=O)c2cnccn2)Oc2cc(C#CC3CC3)ccc2S1(=O)=O
    0, 6, 18, -4.7, 0.0, 0.2, -11, -5
C[C@H]1CN([C@@H](C)CO)C(=O)c2cc(C3=CCCCC3)cnc2O[C@H]1CN(C)C(=O)c1ccc2c(c1)OCO2
    -1, 2, 10, -3.0, 0.5, 0.2, -8, -10
CN1CCN(c2cc(-c3cccc(C(=O)O)c3)nc3ccnn23)CC1
    14, -2, -10, 1.9, -0.3, 0.0, ?, 9
CCC(=O)Nc1ccc2c(c1)OC[C@H](C)N(C(=O)NC(C)C)C[C@H](C)[C@H](OC)CN(C)C2=O
    -1, 5, 0, 1.6, -0.2, 0.1, -7, 10
C[C@@H]1CCCCO[C@@H](CN(C)C(=O)Cc2ccccc2)[C@H](C)CN([C@H](C)CO)C(=O)c2cc(NS(=O)(=O)c3ccc(Cl)cc3)ccc2O1
    -1, -4, -12, 1.3, 1.2, 0.0, 85*, -30
O=C1CCCc2cc(S(=O)(=O)N3CCC(C(=O)NCc4ccccc4)CC3)ccc2N1
    5, 4, -8, -0.2, nt, 0.0, 9, -8
Cc1ccc(-n2ncc(C#N)c2N)cc1
    0, nt, -9, 0.2, 0.8, 0.1, 7, 22
CCCC#Cc1cnc2c(c1)C(=O)N([C@@H](C)CO)C[C@@H](C)[C@@H](CN(C)S(=O)(=O)c1cn(C)cn1)O2
    0, 4, 3, 1.7, -0.1, 0.3, 10, 21
CNC[C@@H]1OCCCC[C@H](C)Oc2ccc(NC(=O)c3ccccc3)cc2C(=O)N([C@@H](C)CO)C[C@@H]1C
    -5, 6, -68, 0.8, 0.2, -1.1, -10, 5
COc1ccc(COCC23N=C4SCc5ccccc5C(=O)N4[C@H](c4ccccc4O2)[C@H]3COC(=O)c2ccccc2)cc1
    2, 2, 4, -0.6, nt, nt, 12, nt
COc1ccc(CN(C)C[C@@H]2Oc3c(NS(=O)(=O)c4ccc(Cl)cc4)cccc3C(=O)N([C@@H](C)CO)C[C@H]2C)cc1
    1, 8, 13, 3.1, 0.6, 0.1, 1, -17
COC(=O)c1cnc(Nc2cc(C)ccc2OC)c2ccccc12
    -1, 12, 3, -1.6, 0.5, 0.0, 6, -3
Cc1noc(C)c1C(=O)NNc1ccc(C(C)C)cc1
    0, -5, -13, -2.1, -0.2, 0.0, 7, 10
O=C(N/N=C/c1ccc(O)c([N+](=O)[O-])c1)c1ccncc1
    3, nt, -9, 0.7, 0.5, 0.2, 3, 4
CCCNC(=O)N1C[C@@H]2[C@H](c3ccccc31)[C@@H](CO)N2CC1CCCC1
    -2, 6, 8, 2.3, -0.5, 0.3, 18, 14
COc1ccccc1-c1cn(CC[C@H]2CC[C@@H](NC(=O)c3ccccc3F)[C@H](CO)O2)nn1
    1, 1, -4, 4.7, 0.2, 0.0, -2, 14
Cc1ccc(OS(=O)(=O)c2c(C)nn(C)c2Cl)c(C)c1
    -7, -1, -9, -2.2, 0.1, 0.1, ?, 22
O=C(c1ccccc1)N1C[C@@H]2[C@H](c3ccccc31)[C@H](CO)N2Cc1ccccc1F
    -3, -6, -8, 1.5, 0.5, 0.3, -11, 5
CC(C)NC(=O)N(C)C[C@H]1Oc2c(NS(=O)(=O)c3ccc(F)cc3)cccc2C(=O)N([C@@H](C)CO)C[C@H]1C
    0, -21, 2, -1.7, 0.2, 0.0, 1, -3
C[C@@H]1CCCCO[C@H](CN(C)C(=O)Nc2cccc3ccccc23)[C@H](C)CN([C@H](C)CO)C(=O)c2cc(NS(=O)(=O)c3ccccc3)ccc2O1
    -2, -7, -7, -0.2, nt, 0.1, -16, -11
CCCCNc1ncnc2c1cnn2-c1ccc(Cl)cc1
    -2, -5, 4, 2.8, -0.7, 0.2, 3, nt
Oc1cccnc1CN1CCOCC1
    14, -15, -19, -1.4, 0.1, 0.1, -2, 13
O=C(N/N=C/c1ccc([N+](=O)[O-])o1)c1cn(-c2ccccc2)nc1-c1ccc(F)cc1
    0, nt, -22, -1.4, 21, 0.0, 5, 3
N#Cc1cccc(-c2ccc(C3[C@H]4CNC[C@@H]3N4C(=O)Nc3cccc(F)c3)cc2)c1 (stereo not given in full)
    0, nt, 38, -2.1, 0.2, 0.0&0.0, 1, -11&-8
CCCCOCCCNC(=O)C[C@@H]1C[C@@]2(C(=O)OCC)CCC=C2N(Cc2ccc3c(c2)OCO3)C1=O
    4, nt, -6, -1.4, 0.2, -0.1, 6, -50
COc1ccc(NC(=O)Nc2ccc3c(c2)C(=O)N([C@H](C)CO)C[C@H](C)[C@@H](CN(C)C(=O)Nc2ccccc2)OCCCC[C@@H](C)O3)cc1
    -4, 6, 15, 2.6, nt, 0.0, -3, 9
CC1CC(C)(C)CC2(C1)NC(=O)N(CC(=O)Nc1c(F)cccc1F)C2=O (stereo not given)
    -1, -6, -6, 1.7, 5.9, 0.0, -5, -6
COc1cc2nc(N3CCN(C(=O)OCc4ccccc4)[C@H](C(=O)NC(C)(C)C)C3)nc(N)c2cc1OC
    3, -13, 4, -1.4, 0.0, -0.1, 8, nt
COc1cccc(-c2ccc([C@H]3[C@H](CO)N4CCCCN(C(=O)NC(C)C)C[C@@H]34)cc2)c1
    2, 4, -6, 0.6, -0.5, 0.0, -2, -19
NNC(=O)c1cc(C23CC4CC(CC(C4)C2)C3)[nH]n1
    3, 4, 13, -0.1, nt, 0.0, -9, nt
COc1cccc(/C=N/NC(=O)CNC(=O)c2cccs2)c1O
    -5, nt, 0, 3.5, 0.1, nt, -2, 9
CCOc1ccc(NC(=O)CN(C)C(=O)CSC(C)C(=O)Nc2cc(C)on2)cc1OCC (stereo not given)
    -132, 4, 13, 0.2, 0.1, -0.1, 6, 10
C[C@H](CO)N1C[C@H](C)[C@@H](CN(C)S(=O)(=O)c2ccc(Cl)cc2)Oc2ccc(NC(=O)CCN3CCOCC3)cc2CC1=O
    3, -2, -2, -0.6, -0.1, -0.5, -9, 4
COc1cccc(CN(C)CC(=O)Nc2c(C)cccc2C(C)C)c1
    4, nt, 10, -2.6, 0.3, -0.4, 6, 3
O=C(NNC(=S)Nc1ccc(Cl)cc1Cl)c1ccncc1
    4, nt, -4, nt, -3.0, 0.0, 0, 21
CC(=O)Nc1cccc(-c2nn[nH]n2)c1
    0, 2, -19, -0.5, 4.2, 0.0, 0, -15
O=[N+]([O-])c1cc(S(=O)(=O)N2CCOCC2)ccc1N1CCNCC1
    4, -1, -4, 0.7, nt, 0.0, 0, -1
CC(=O)c1ccc(S(=O)(=O)NC2CCSc3ccccc32)cc1 (stereo not given)
    9, -16, -11, 1.0, 0.1, 0.1, 8, -1
O=C(Cc1ccc(S(=O)(=O)N2CCOCC2)s1)Nc1ccccc1N1CCOCC1
    1, 11, -11, -0.7, 3.8, 0.0, nt, 5

This is a random part of the collection; any-hit rate near 3.7%.
